HCV core dimer = inhibitors of HCV core protein dimerization, primary screen, biochemical, TR-FRET, high-throughput. TR-FRET GST/Flag-core106 dimerization, 1536-well. inhibition, % at 5 µM. hit rate 0.33% among 300,000. AID 1899, 2009;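 active means inhibition above the mean of all tested compounds plus 3 SD, set per screening campaign, cut at about 45% in these data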
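Assay system: Tagged HCV core106 pair (GST and Flag) | Buffer or medium: KF-containing HEPES buffer, pH 7.45, DTT, CHAPS, BSA | Also added: Eu donor and XL665 acceptor anti-tag antibodies | Dosing: One concentration, 5 µM, in 0.5% DMSO | Timing: 4 h at 22.5 °C | Technique: TR-FRET 671 and 617 nm emission | Repeats: Singlicate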
PREPL inh = PREPL enzyme inhibitors, primary screen, biochemical, fluorescence polarization | inhibition, % at 5.96 µM | recombinant PREPL, fluorescence polarization activity-based probe | Prolyl endopeptidase-like (Homo sapiens), Q4J6C6 | hit rate 0.68% among 320,000; in the data active means inhibition above about 43%;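 further: 0% = enzyme with DMSO and 100% = wells lacking enzyme; many of its hits are not listed in these tables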
GASC-1 inh = inhibitors of GASC-1 histone demethylase, primary screen, biochemical, fluorescence, DELFIA europium. GST-JMJD2C(1-420) H3K9me3 demethylation. Lysine-specific demethylase 4C (Homo sapiens), Q9H3R0. hit rate 0.069% among 330,000. inhibition, % at 2.35 µM;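 active means more than half of a compound's replicate wells show inhibition beyond 50%, single wells judged on their own value; inconclusive means some, but no more than half, of replicates pass 50% inhibition; inactive means no replicate passes 50% inhibition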;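 further: signal counts dimethyl H3K9 product captured on neutravidin plate; 0% = median of DMSO wells and 100% = 0.3 times that DMSO median; strong numbers were not always called active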
Target sequence (Q9H3R0 1-420 limits assumed): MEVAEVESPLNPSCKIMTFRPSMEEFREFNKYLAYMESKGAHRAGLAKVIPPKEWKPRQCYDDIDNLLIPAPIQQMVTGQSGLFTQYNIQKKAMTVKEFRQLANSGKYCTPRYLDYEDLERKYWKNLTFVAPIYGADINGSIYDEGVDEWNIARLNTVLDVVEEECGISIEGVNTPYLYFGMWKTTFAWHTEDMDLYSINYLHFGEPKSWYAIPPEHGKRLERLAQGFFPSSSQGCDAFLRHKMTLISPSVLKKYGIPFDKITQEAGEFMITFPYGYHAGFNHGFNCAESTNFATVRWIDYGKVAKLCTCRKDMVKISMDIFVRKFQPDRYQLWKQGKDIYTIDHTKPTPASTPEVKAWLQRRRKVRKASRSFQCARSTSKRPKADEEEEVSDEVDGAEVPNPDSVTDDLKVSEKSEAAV
PP1 counter = PP1-alpha phosphatase inhibitors, primary screen, counter-screen for PP5 inhibitor project, biochemical, fluorescence, OMFP substrate, single point; purified PP1alpha; hit rate 0.9% among 320,000; Serine/threonine-protein phosphatase PP1-alpha catalytic subunit (Homo sapiens), P62136; inhibition, % at 6.7 µM;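 active means inhibition above the mean inhibition of all tested compounds plus 3 SD, computed separately for each screening campaign, cut at about 15% in these data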
CTSL1 counter = Fasciola hepatica cathepsin L1 inhibitors, primary screen, counter-screen for PFM18AAP inhibitor project, biochemical, QFRET, fluorogenic peptide substrate. recombinant F. hepatica cathepsin L1, Z-Leu-Arg-MCA fluorescence. inhibition, % at 5.96 µM. hit rate 0.49% among 300,000;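 active means inhibition above the mean of all tested compounds plus 3 SD, set per screening campaign, cut at about 17% in these data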;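 further: 0% = plate median of test compound wells and 100% = 1 µM Z-Phe-Ala-diazomethylketone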
PP5 inh = PP5 phosphatase inhibitors, primary screen, biochemical, fluorescence; Serine/threonine-protein phosphatase 5 (Homo sapiens), P53041; hit rate 0.18% among 320,000; inhibition, % at 6.7 µM; purified PP5c, OMFP substrate fluorescence;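 active means inhibition above the campaign's mean inhibition across all tested compounds plus 3 SD, cut at about 9.5% in these data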;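 further: 0% = DMSO only and 100% = 100 µM cantharidin control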
Target sequence (P53041 whole entry, looked up): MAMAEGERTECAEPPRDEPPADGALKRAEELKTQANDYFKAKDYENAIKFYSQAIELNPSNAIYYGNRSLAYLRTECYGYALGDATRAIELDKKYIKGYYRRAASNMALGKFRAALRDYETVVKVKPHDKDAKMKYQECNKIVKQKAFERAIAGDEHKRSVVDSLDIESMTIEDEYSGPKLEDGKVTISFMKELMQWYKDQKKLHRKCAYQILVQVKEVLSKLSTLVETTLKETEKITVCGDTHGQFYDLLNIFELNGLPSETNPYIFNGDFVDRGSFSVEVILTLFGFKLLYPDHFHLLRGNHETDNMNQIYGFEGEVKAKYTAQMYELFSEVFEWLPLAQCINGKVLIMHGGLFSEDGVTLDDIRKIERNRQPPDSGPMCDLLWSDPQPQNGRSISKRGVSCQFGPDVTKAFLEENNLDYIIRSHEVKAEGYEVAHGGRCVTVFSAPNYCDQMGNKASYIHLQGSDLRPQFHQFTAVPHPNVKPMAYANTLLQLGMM
Efflux pump inh = inhibitors of Candida efflux pumps in yeast, primary screen, S. cerevisiae, Nile Red, multiplex. AID 485275, 2010. hit rate 0.44% among 330,000. S. cerevisiae Candida pump triplex. inhibition, % at 10 µM;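 active means plate passing quality check with inhibition over a set limit, or well fluorescence over plate mean plus 4 SD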;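 further: Nile Red retained in pooled yeast measured as flow cytometry median fluorescence; 0% = buffer negative control and 100% = Enniatin B positive control; higher means more Nile Red kept so more efflux inhibition; some compounds called inactive have numbers as strong as hits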
TPT1 inhibitor = Candida albicans TPT1 enzyme inhibitors, primary screen, biochemical, fluorescence polarization. tRNA 2'-phosphotransferase TPT1 (Candida albicans SC5314). recombinant caTPT1, FP RNA substrate dephosphorylation. inhibition, % at 5 µM. hit rate 0.81% among 300,000. AID 1962, 2009;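 active means inhibition above the mean of all tested compounds plus 3 SD, set per screening campaign, cut at about 24% in these data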;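 further: plate controls were DMSO alone for no effect and ferristatin control at 100 nM for full effect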
LYPLA2 inh = LYPLA2 inhibitors, primary screen, counter-screen for PME1 inhibitor project, biochemical, fluorescence polarization, FP-Rh probe ABPP; Acyl-protein thioesterase 2 (Homo sapiens), O95372; recombinant LYPLA2; inhibition, % at 5.9 µM; hit rate 0.38% among 320,000;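 active means inhibition above the screen-wide mean plus 3 SD, limit set per campaign, cut at about 26% in these data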;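 further: 0% = LYPLA2 with DMSO and 100% = wells lacking LYPLA2 enzyme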
* hit, by the source's call; ? = inconclusive; . = no result given; & = joins results of further samples.

Second line of a record – LYPLA2 inh	CTSL1 counter	Efflux pump inh	PP5 inh	GASC-1 inh	TPT1 inhibitor	PP1 counter	PREPL inh	HCV core dimer
CCO[C@H]1OC(C(=O)NCc2ccccc2)=C[C@@H](c2ccc3c(c2)OCO3)[C@@H]1CCCO
    2	-5	0.3	2.5	2	-1	-3	12	-8
Cc1cc(C)cc(N(CC(=O)Nc2ccc(C)cc2Cl)S(=O)(=O)c2c(C)[nH]c(=O)[nH]c2=O)c1
    -2	2	0.4	4.2	-10	3	3	12	3
O=Cc1cn[nH]c1-c1cccc([N+](=O)[O-])c1
    -2	0	0.1	-5.3	0	-1	0	8	7
O=C(COc1ccc2c(c1)oc(=O)c1ccccc12)NCCN1CCOCC1
    1	0	0.2	-4.6	?	2	2	28	4
COc1ccc(S(=O)(=O)N2CCN(c3ccccn3)CC2)c(OC)c1
    3	-4	-0.1	-0.2	13	2	-3	5	-4
COc1cccc(OCc2cc(C(=O)N3CCC(C(O)C(C)C)CC3)no2)c1 (stereo not given)
    4	-4	0.7	0.7	1	3	2	9	-5
O=C(CSc1ncn(-c2ccccc2)n1)N1CCN(c2ccccc2)CC1
    4	0	0.0	3.0	3	-1	4	-48	2
O=C(CNC(=O)c1ccccc1F)OCC(=O)c1ccc(Cl)s1
    14	-4	1.9	0.5	19	1	0	18	-1
C=CCN1C(=O)c2ccc(C(=O)OCC(=O)Nc3ccc(S(N)(=O)=O)cc3)cc2C1=O
    -1	-2	0.1	-1.0	7	5	-1	-9	2
CCn1c(/C=C/c2cccc([N+](=O)[O-])c2)nc2ccccc2c1=O
    -2	-1	0.0	2.0	28	-1	1	-4	1
Cc1ccc(NC(=O)CN2C(=O)C(=O)N(C3CCCC3)C2=O)cc1Cl
    -4	.	-0.3	-1.8	-2	.	-4	-18	.
O=C(c1cccc(C(F)(F)F)c1)N1CCN(c2cc(=O)[nH]nc2-c2ccccc2)CC1
    -3	3	0.0	0.1	14	-7	-3	20	7
COc1ccc(NC(=O)CC2C(=O)N(C)C(=S)N2Cc2ccncc2)cc1 (stereo not given)
    7	-2	-0.1	-0.5	4	-1	-3	23	-16
CCCNCc1cc(Cl)c(OCC)c(Cl)c1
    -3	0	-0.1	0.2	-1	-2	-1	-13	-9
Cc1ccc2nc(Cl)c(CNCc3ccccc3)cc2c1
    -4	7	0.0	0.5	9	2	5	-4	1
CSc1ccccc1NC(=O)C1=CC(c2cccs2)=NS(=O)(=O)N1C
    -2	3	-0.1	3.9	14	-1	1	18	-7
Cc1cc(OC(C)C(=O)NC2CC(C)(C)NC(C)(C)C2)c2c(C)cc(=O)oc2c1 (stereo not given)
    10	-3	0.0	0.0	2	0	-1	2	-5
COc1ccc(NC(=O)CSc2nc(N)c3cc4c(nc3n2)CCCC4)cc1
    -11	-3	-0.6	0.0	6	9	0	15	10
CNC(=S)NC12CC3CC(CC(C3)C1)C2
    2	2	0.1	0.2	15	1	-2	-4	3
CC(c1ccccc1)N1CCc2[nH]c(=S)[nH]c(=O)c2C1 (stereo not given)
    1	-2	0.0	1.8	-4	-11	0	16	-2
O=C(N/N=C/c1ccc(Br)s1)c1ccco1
    -8	2	0.0	-1.5	-1	2	-5	-5	0
CC(Oc1ccc2c3c(c(=O)oc2c1)CCC3)C(=O)N[C@@H](Cc1ccccc1)C(=O)O (stereo not given in full)
    -3	0	-0.1	2.1	34	0	-9	1	3
NS(=O)(=O)c1ccc(CNC(=O)CCC2CCCCC2)cc1
    1	1	-0.2	-1.1	-3	-4	1	23	-9
COC(=O)C(Cc1c[nH]c2ccccc12)N1CCS(=O)(=O)CC1 (stereo not given)
    5	3	-0.1	0.9	11	3	-4	1	-2
O=C(OCCN=C1NS(=O)(=O)c2ccccc21)c1ccncc1
    2	-1	-0.1	0.8	2	1	1	4	3
Cc1cccc(C)c1OCCNC(=O)CCC(=O)c1ccccc1
    6	-6	0.2	2.9	2	-3	0	-14	10
CCCCCNC(=O)c1cc(S(=O)(=O)N2CCCCC2)ccc1F
    -3	-6	0.3	6.1	4	2	-1	9	0
CN1CCN(C(=O)/C(=C/c2ccc(F)cc2)NC(=O)c2ccccc2)CC1
    -2	1	-0.2	-2.9	1	0	-3	3	6
COc1ccc(S(=O)(=O)N2N=C(c3cccc(NS(C)(=O)=O)c3)CC2c2ccco2)cc1 (stereo not given)
    -8	2	0.0	0.5	-2	1	-2	4	10
CC1CCCC(NC(=O)c2cn(C)c3ccc(S(=O)(=O)N4CCCC4)cc3c2=O)C1C (stereo not given)
    6	-3	0.2	2.6	-2	-1	-2	0	6
COc1ccc(S(=O)(=O)Oc2ccc3ccccc3c2)cc1
    -2	-3	3.2	1.8	-6	-1	-2	-15	4
COc1ccc(Cl)cc1NC(=O)COC(=O)C1CC1
    -2	.	-0.1	-0.5	5	.	-3	1	.
COc1ccc(S(=O)(=O)N(CC(=O)NCc2cccnc2)Cc2ccccc2)cc1
    -6	3	0.1	0.2	-1	-1	3	4	-2
Cc1cccc(C(=O)OCC(=O)c2cccc(Br)c2)c1O
    3	1	0.1	-2.2	3	-4	-1	2	-4
CC(C)(C)C1=C(C#N)C(c2cc3c(cc2Br)OCO3)C(C#N)=C(N)O1 (stereo not given)
    4	5	-0.1	2.5	-3	-2	-9	-2	5
CON(C)c1nc(OCCNC(=O)OCc2ccc(Cl)cc2C)nc(N(C)C)n1
    3	-3	0.0	2.6	1	-4	-3	-3	-5
COc1cc(CNc2ncn[nH]2)ccc1OCc1cccc(C)c1
    -8	-4	0.1	4.6	-15	3	1	1	-1
CN(C)/C=C1\C(=O)N(C)N=C1C(F)(F)F
    -3	-2	-0.1	-1.5	1	0	4	4	-2
C=CCNC(=O)c1ccc2c3n(nc2c1)-c1ccc(Cl)cc1CO3
    4	3	0.0	1.9	-1	-3	1	-8	-2
Cc1ccc(OCc2ccoc2C(=O)O)cc1C
    6	-4	0.2	3.0	1	-2	1	-2	8
Cc1cc(C)n(CC(=O)NCc2ccccc2)c(=O)c1C#N
    0	2	0.0	-0.2	2	0	0	-2	-1
CCC(=O)c1cn(CC(=O)O)c2ccccc12
    -1	3	0.2	-1.3	-40	3	-1	11	5
Cc1nc2cc3sc(C)nc3cc2s1
    2	1	0.0	0.5	2	1	-2	4	4
Clc1ccc(Cl)c(OCCN2CCCC2)c1
    2	-4	0.0	0.5	6	0	0	-12	4
CC(C)c1ccc(NC(=O)c2ccc3c(c2)C(=O)N(Cc2cccnc2)C3=O)cc1
    51*	3	0.0	5.0	0	-1	9	9	8
CC1(C)CC(=O)CC(C)(C)N1OC(=O)c1ccco1
    6	1	0.1	-3.5	-11	2	-3	-2	0
COc1ccc(OC)c(CCNC(=O)CC2Oc3ccccc3NC2=O)c1 (stereo not given)
    -6	0	0.1	0.1	-18	-2	-5	-2	-2
CCOc1cc2c(cc1/C=C/c1noc(C)c1[N+](=O)[O-])OC(C)C2 (stereo not given)
    0	2	0.4	1.8	-7	75*	2	5	-16
CSc1ccccc1C(=O)N1CCN(c2ccc(F)cc2)CC1
    -2	6	0.1	0.8	-5	1	-11	11	0
CC1(C)c2[nH]c3ccccc3c2C[C@H]2C(=O)N(Cc3ccccc3)C(=O)N21
    0	-2	-0.2	6.6	-11	-1	3	-3	-14

Further compounds follow:
Second line of a record – LYPLA2 inh	CTSL1 counter	Efflux pump inh	PP5 inh	GASC-1 inh	TPT1 inhibitor	PP1 counter	PREPL inh	HCV core dimer
COc1cc(C(=O)OCC(=O)c2ccc(S(=O)(=O)N3CCCCC3)cc2)cc(OC)c1OC
    4	.	0.4	1.2	-3	.	2	1	.
CCOC(=O)c1nc(Nc2cc(C)cc(C)c2)c2ccccc2n1
    -12	1	0.2	2.8	-2	1	-1	6	11
COc1ccccc1N1CCN(C2CCCN(C(=O)CCc3cnn(C)c3)C2)CC1 (stereo not given)
    -1	-2	0.0	-0.1	4	-3	0	2	13
CC1=C(C(=O)OC(C)(C)C)C(c2ccc(Br)cc2)NC(=O)N1CCCC(=O)O (stereo not given)
    -12	3	0.2	2.5	19	-4	-4	3	2
COC/C=C/C1=CC2=CC(=O)C(C)(OC(=O)c3cnc4ccccc4n3)C(=O)C2=CN1C1CCCCC1 (stereo not given)
    -3	1	-0.1	3.8	7	-3	4	9	25
C=CCn1c(SCC(=O)NCC)nc2sc3c(c2c1=O)CCC3
    -2	-1	0.2	3.0	-8	-1	0	-4	9
CCn1c(COc2ccccc2)nnc1SCC(=O)NC1CCCCC1
    0	-3	0.1	-0.6	-7	-1	-4	27	4
Fc1ccc2cnc(-c3ccccc3)c(-c3ccc(C(F)(F)F)cc3)c2c1
    -1	.	-0.3	0.7	-2	.	-1	-5	.
COc1ccc2c(c1)OCC1=C2CCC2(C)C(=O)CC=C12 (stereo not given)
    -8	1	0.3	-2.7	2	-14	2	4	39
COc1ccc(CCN(C)C(=O)COc2ccc(N(C)S(=O)(=O)c3ccc(C)cc3)cc2)cc1OC
    -1	-2	0.0	1.6	1	0	-1	-2	4
CC[C@H](C)[C@@H]1NC(=O)c2cc([N+](=O)[O-])cc(I)c2NCC[C@@H](C(N)=O)NC(=O)[C@H](CCCN=C(N)N)NC1=O
    2	-2	0.0	-0.8	-5	-2	1	25	-8
O=C(Nc1ccccc1OC(F)F)c1ccc(F)cc1
    2	3	0.0	-1.3	3	-2	4	1	-4
COc1ccc(-c2cn(CCN)c(-c3ccncc3)n2)cc1
    4	-1	-0.1	3.4	3	-1	-2	1	2
Cc1cc2ncn(/N=C/c3ccc(-c4ccccc4)o3)c2cc1C
    0	0	-0.1	0.1	-3	1	9	16	-14
Oc1[nH]c2ccccc2c1N=Nc1ccccc1
    -1	0	0.4	-0.2	6	8	-1	12	-13
Clc1ccc(-c2cn3ccccc3n2)cc1
    -1	-1	0.2	2.0	-9	0	-6	-3	2
CSc1nnc(-c2ccncc2)n1/N=C/c1cn(-c2ccccc2)nc1-c1ccc(Cl)cc1
    5	3	0.4	2.6	1	3	-2	6	6
COc1ccc2cc(CN(Cc3ccco3)Cc3nnnn3C3CCCCC3)c(=O)[nH]c2c1
    1	5	-0.1	3.4	34&3	-2	10	-17	8
Cc1ccc(NC(=O)c2cccs2)cc1NC(=O)c1ccccc1Cl
    9	-2	-0.1	2.2	-9	-7	0	8	-7
CCN(CC)c1nc(Nc2ccc([N+](=O)[O-])cc2)nc(N(CC)CC)n1
    0	-1	0.1	5.3	70	-4	0	-4	-8
Cc1cc(NC(=O)CCC(=O)N(CC(=O)NC2CCCC2)c2ccc(Cl)cc2)no1
    -2	4	-0.5	2.1	7	-2	1	5	-19
Cc1ccccc1OCCNC(=O)c1ccco1
    -9	1	0.0	1.2	-13	0	-3	9	-11

Screening results from PubChem.

Some of the compounds tested, so the mix of outcomes need not match the whole.
